Assay outcomes deposited in PubChem BioAssay by several laboratories.
PMI inhibitors = inhibitors of human PMI, primary screen, biochemical, fluorescence intensity, coupled assay (AID 1209) | Mannose-6-phosphate isomerase (Homo sapiens) | purified PMI enzyme, coupled fluorescence intensity; higher % means a stronger effect | inhibition, % at 20 µM; hits with a dose series show IC50 in µM | 190,000 compounds, 0.42% hits;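 further: plate controls were DMSO vehicle for no effect and wells lacking substrate for full effect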
AID2073 = inhibitors of Mint1-CaV2.2 protein interaction, biochemical, HTRF (AID 2073) | one-dose inhibition, % at 20 µM; IC50 in µM for titrated hits | 290,000 compounds, 0.19% hits | HTRF protein-protein interaction, Mint1-CaV2.2; higher % means a stronger effect; in the data active means inhibition mostly above about 51%, no sharp cut-off; inconclusive means no clear call, values can overlap the other calls; inactive means mostly below about 53%; further: some results filed as inactive read as strong as hits
PMI inhibition = human PMI inhibitors, high substrate, primary screen, biochemical, fluorescence intensity, high mannose 6-phosphate (AID 1220); recombinant PMI enzyme, coupled fluorescence intensity; higher % means a stronger effect; inhibition, % at 20 µM; hits with a dose series show IC50 in µM; 190,000 compounds, 0.66% hits
M1AAP inhibition = P. falciparum M1AAP inhibitors, biochemical, fluorogenic H-Leu-NHMec substrate, 1536-well (AID 1445); Aminopeptidase N (Plasmodium falciparum (isolate 3D7)); recombinant M1AAP, H-Leu-NHMec fluorogenic kinetic assay; higher % means a stronger effect; inhibition, % at 30 µM; hits with a dose series show IC50 in µM; 220,000 compounds, 0.42% hits;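 active means primary inhibition above the hit cutoff, then over 50% inhibition at one or more dose response concentrations, cut at about 23% in these data, passing the limit was not always enough; inconclusive means conflicting primary data, or primary hits not chosen for dose response; inactive means low primary inhibition, or under 50% at every dose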;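 further: plate controls were DMSO full reaction for no effect and no enzyme background for full effect; strong numbers were not always called active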
P. falciparum M17LAP = P. falciparum M17LAP inhibitors, primary screen, biochemical, fluorogenic H-Leu-NHMec substrate, 1536-well (AID 1619); Leucine aminopeptidase (Plasmodium falciparum (isolate 3D7)); recombinant M17LAP, H-Leu-NHMec fluorogenic kinetic assay; higher % means a stronger effect; inhibition, % at 30 µM, or IC50 in µM where a hit was titrated; 220,000 compounds, 0.38% hits;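 active means compound inhibiting the enzyme by more than half at any dose during confirmatory dose-response retesting; inconclusive means strong single-dose inhibitors picked by rank but not retested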;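 further: plate controls were full reaction with DMSO carrier for no effect and no enzyme background for full effect; strong numbers were not always called active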
LYP phosphatase = inhibitors of LYP phosphatase, biochemical, fluorescence intensity, uHTS (AID 1779) | Tyrosine-protein phosphatase non-receptor type 22 (Homo sapiens) | recombinant LYP phosphatase, fluorescence intensity; higher % means a stronger effect | one-dose inhibition, % at 11.5 µM; IC50 in µM for titrated hits | 290,000 compounds, 0.054% hits;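 further: plate controls were vehicle with enzyme for no effect and no enzyme for full effect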
XIAP antagonists = XIAP antagonists, biochemical, IAP family, fluorescence polarization (AID 1018); E3 ubiquitin-protein ligase XIAP (Homo sapiens); XIAP BIR domain, fluorescence polarization peptide displacement; higher % means a stronger effect; 200,000 compounds, 0.007% hits; displacement, % at 20 µM; hits with a dose series show IC50 in µM; in the data active means displacement above about 50%; further: a part of the inactive calls stands beside numbers as strong as those of hits
SIAH1 antagonists = Siah-1 peptide-binding antagonists, primary screen, biochemical, fluorescence polarization, rhodamine-plectin, uHTS (AID 1817); Siah-1 / rhodamine-plectin peptide fluorescence polarization; higher % means a stronger effect; displacement, % at 20 µM; hits with a dose series show IC50 in µM; 290,000 compounds, 0.02% hits; E3 ubiquitin-protein ligase SIAH1 (Homo sapiens);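 active means displacement of at least 50% at 20 µM, with a fluorescence ratio check between 0.3 and a set limit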;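 further: plate controls were Siah plus tracer with DMSO for no effect and tracer alone without Siah for full effect; strong numbers were not always called active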
Dynein transport = inhibitors of GR-EGFP nuclear translocation, primary screen, dynein cargo transport inhibitor project, imaging, high-content, 3617.4 mouse cells. test concentration mostly 20 µM; stimulated with dexamethasone, 1 µM; active compounds read low. z-score, hits read low. 220,000 compounds, 0.47% hits;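 active means plate z-score of nuclear minus cytoplasmic receptor signal below a set negative limit, without overly bright fluorescence or cell loss, cut at about -3.5 in these data, passing the limit was not always enough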;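 further: z-score of nuclear minus cytoplasmic ring GR-EGFP intensity difference per well; some compounds called inactive have numbers as strong as hits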
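Buffer or medium: Induction medium lacking tetracycline, stripped serum | Also added: Dexamethasone agonist, 1.0 µM final, for 30 min | Timing: 48 h induction, 1 h compound, 30 min dex at 37 °C | Detection: Formaldehyde fixation, Hoechst nuclear stain, 10x automated fluorescence imaging | Measure: Nuclear versus cytoplasmic GR-EGFP signal, averaged per well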
Dynein transport cytoplasmic EGFP = also measured in Dynein transport; calls as there; z-score; measured here: cytoplasmic GR-EGFP intensity; active compounds read high
Dynein transport nuclear GR-EGFP = further read-out of Dynein transport, marked with its call; z-score; measured here: nuclear GR-EGFP intensity;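 lower value marks the stronger effect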
Dynein transport cell count = second read-out of Dynein transport, no call of its own (marks repeat the call); z-score; measured here: cell count per field
Numbers without * were called inactive; u = inconclusive; x = not tested or not shown. Unless noted, no stated cut-off is given here; in the data, active means inhibition above about 50%; inactive means the rest.

SMILES	PMI inhibitors	AID2073	PMI inhibition	M1AAP inhibition	P. falciparum M17LAP	LYP phosphatase	XIAP antagonists	SIAH1 antagonists	Dynein transport	Dynein transport cytoplasmic EGFP	Dynein transport nuclear GR-EGFP	Dynein transport cell count
O=c1c2ccccc2nc2n1C(CBr)CS2 (stereo unspecified)	3%	-18%	8%	4%	-1%	5%	-4.9%	9%	0.55	-0.29	1	-0.6
O=C(Cc1ccccc1)N1CCN(S(=O)(=O)c2cccc([N+](=O)[O-])c2)CC1	11%	-3%	10%	3%	-7%	-9%	-5.7%	6%	0.67	-0.14	0.44	-0.027
Cc1cc(NC(=O)CN2C(=O)NC3(CCCCCC3)C2=O)no1	x	0%	x	-5%	-1%	-7%	x	4%	-0.41	-0.78	-0.54	0.56
O=C(Cc1ccccc1)NCC(=O)N/N=C/c1cccnc1	x	-5%	x	2%	-20%	-3%	x	2%	-0.37	-0.24	0.46	-0.095
COc1ccc(-c2cc(C(=O)Nc3c(C)n(C)n(-c4ccccc4)c3=O)no2)cc1OC	4%	5%	2%	9%	7%	-5%	0.0%	-1%	-0.45	-0.29	-0.27	0.57
O=C(NCCS(=O)CCNC(=O)C(F)(F)F)C(F)(F)F	-2%	1%	1%	-2%	4%	-5%	-3.3%	5%	-0.41	0.094	-0.28	0.043
O=C(c1ccc(-c2ccccc2)cc1)c1ccc([N+](=O)[O-])cc1	x	37%	x	-2%	-8%	-13%	x	4%	0.72	0.14	0.0057	-0.58
O=C1CC(c2ccc(S(=O)(=O)NCc3ccncc3)cc2)CN1 (stereo unspecified)	-4%	0%	-3%	15%	-1%	-6%	-1.9%	-2%	1.5	-0.37	0.94	0.72
O=C(NCC(c1cccnc1)N1CCN(c2ccccc2F)CC1)C1CCCCC1 (stereo unspecified)	-4%	-4%	-8%	9%	-6%	-1%	-12%	1%	-0.37	-0.22	0.2	0.7
CC(C)(C)c1nc2c(Br)cc(Br)cc2c(=O)o1	10%	3%	5%	2%	6%	-3%	-16%	4%	0.46	-0.22	1.1	-0.77
CCOc1ccc(N=Nc2c(=O)[nH]n3c(=O)cc(C)[nH]c23)cc1	16%	-6%	16%	32%	80%	12%	-3.2%	-8%	-0.39	-0.22	-0.32	-0.44
CCCN(CCC)CCCNC(=O)CC1Nc2ccccc2NC1=O (stereo unspecified)	-2%	-4%	1%	9%	5%	-5%	-4.6%	0%	-0.89	-0.3	-0.34	-0.012
CCC(C)NC(=O)c1nc2c(nnn2Cc2ccccc2Cl)c(=O)[nH]1 (stereo unspecified)	2%	6%	-8%	4%	-8%	1%	1.7%	4%	0.46	-0.35	0.15	0.53
CCCNC(=O)c1c[nH]c2ccc(S(=O)(=O)N(C)c3ccc(OCC)cc3)cc2c1=O	15%	5%	12%	-2%	-12%	-3%	-12%	-1%	0.12	-0.21	0.24	-0.14
CCOC(=O)C1CCC(CN(Cc2ccccc2C)S(=O)(=O)c2ccc([N+](=O)[O-])cc2)CC1 (stereo unspecified)	4%	4%	6%	1%	6%	5%	-0.1%	10%	-0.52	-0.31	0.3	1.1

The last 2 compounds of the part above lead into the next.
SMILES	PMI inhibitors	AID2073	PMI inhibition	M1AAP inhibition	P. falciparum M17LAP	LYP phosphatase	XIAP antagonists	SIAH1 antagonists	Dynein transport	Dynein transport cytoplasmic EGFP	Dynein transport nuclear GR-EGFP	Dynein transport cell count
CCCNC(=O)c1c[nH]c2ccc(S(=O)(=O)N(C)c3ccc(OCC)cc3)cc2c1=O	15%	5%	12%	-2%	-12%	-3%	-12%	-1%	0.12	-0.21	0.24	-0.14
CCOC(=O)C1CCC(CN(Cc2ccccc2C)S(=O)(=O)c2ccc([N+](=O)[O-])cc2)CC1 (stereo unspecified)	4%	4%	6%	1%	6%	5%	-0.1%	10%	-0.52	-0.31	0.3	1.1
COc1ccccc1N/C(N)=N/c1nc(CSc2ccc(C)cc2)cc(=O)[nH]1	-15%	8%	2%	-3%	-12%	-2%	-4.8%	6%	0.32	-0.2	-0.11	-0.024
CC(C)CC(=O)Nc1nnn(C)n1	-3%	-2%	8%	0%	4%	1%	-2.3%	-4%	-0.38	-0.14	0.13	0.86
Cn1nnc2cc(C(=O)NCCC3=CCCCC3)ccc21	5%	-7%	-5%	2%	-5%	1%	-7.1%	4%	0.17	-0.29	-0.0018	0.14
CN1CCN(c2nc(-c3ccccc3)ncc2S(=O)(=O)c2ccccc2)CC1	5%	26%	2%	1%	-4%	4%	-5.3%	1%	1.2	-0.29	0.76	-0.24
CCC(=O)Nc1ccccc1Sc1ncnc2scc(-c3ccccc3)c12	9%	-1%	14%	4%	6%	0%	-26%	1%	0.31	-0.22	0.17	-0.19
Cc1nc2oc3c(NCc4ccccn4)ncnc3c2c2c1COC(C)(C)C2	4%	6%	-1%	5%	-2%	-5%	-4.2%	1%	0.26	-0.2	0.44	0.58
COc1cc(CNC2CCCCCC2)cc(OC)c1O	6%	8%	45%	10%	-9%	-8%	-6.0%	0%	-0.36	1.1	0.12	0.12
Cc1ccc(OCc2nc3ccccc3[nH]2)cc1	-4%	6%	0%	-3%	0%	-3%	-0.4%	3%	0.32	0.014	-0.097	0.15
CCCOc1ccc(C(CC(=O)O)NC(=O)c2cccs2)cc1 (stereo unspecified)	0%	16%	-2%	-9%	15%	-3%	-2.6%	-1%	0.76	-0.18	0.4	-0.63
O=C(OC(C(=O)Nc1cccc(C(F)(F)F)c1)c1ccccc1)C1CCCCC1 (stereo unspecified)	20%	25%	12%	-1%	0%	2%	-3.8%	2%	-0.95	-0.22	-0.58	1.8
CCC(NC(=O)c1cccc(Cn2nc(C)c([N+](=O)[O-])c2C)c1)c1ccc(C(C)C)cc1 (stereo unspecified)	-1%	1%	-2%	-6%	-8%	-8%	-4.4%	-4%	-0.73	-0.27	-0.039	0.95
Cc1cc(F)ccc1S(=O)(=O)Nc1ccccc1C(=O)Nc1ccccc1-c1nc2ccccc2[nH]1	13%	u	6%	1%	-14%	-2%	-0.3%	-8%	0.71	-0.26	0.51	-0.14
CCOc1ccc2[nH]c(=O)c(CN(CCN3CCOCC3)Cc3nnnn3C(C)(C)CC)cc2c1	-12%	1%	3%	0%	-38%	0%	-7.0%	5%	0.22	-0.18	0.41	-0.92
Cc1cccc(OCC(=O)NNC(=O)Nc2cccc(Cl)c2)c1C	10%	-6%	12%	10%	9%	-2%	-5.7%	10%	-0.094	-0.2	0.45	0.76
Cc1[nH]c(=O)nc2c1CCC2	2%	-4%	-2%	1%	5%	-2%	-2.6%	7%	0.39	-0.24	0.12	0.46

Some values from the entries so far.
CC(C)(C)c1nc2c(Br)cc(Br)cc2c(=O)o1 in Dynein transport cell count reads -0.77
Cc1cccc(OCC(=O)NNC(=O)Nc2cccc(Cl)c2)c1C in XIAP antagonists reads -5.7%
Cc1nc2oc3c(NCc4ccccn4)ncnc3c2c2c1COC(C)(C)C2 in M1AAP inhibition reads 5%
CN1CCN(c2nc(-c3ccccc3)ncc2S(=O)(=O)c2ccccc2)CC1 in Dynein transport reads 1.2
Cc1ccc(OCc2nc3ccccc3[nH]2)cc1 in PMI inhibition reads 0%

Gathered by group: the entries above with a CF3 group.
SMILES	PMI inhibitors	AID2073	PMI inhibition	M1AAP inhibition	P. falciparum M17LAP	LYP phosphatase	XIAP antagonists	SIAH1 antagonists	Dynein transport	Dynein transport cytoplasmic EGFP	Dynein transport nuclear GR-EGFP	Dynein transport cell count
O=C(NCCS(=O)CCNC(=O)C(F)(F)F)C(F)(F)F	-2%	1%	1%	-2%	4%	-5%	-3.3%	5%	-0.41	0.094	-0.28	0.043
O=C(OC(C(=O)Nc1cccc(C(F)(F)F)c1)c1ccccc1)C1CCCCC1 (stereo unspecified)	20%	25%	12%	-1%	0%	2%	-3.8%	2%	-0.95	-0.22	-0.58	1.8

Carrying on.
SMILES	PMI inhibitors	AID2073	PMI inhibition	M1AAP inhibition	P. falciparum M17LAP	LYP phosphatase	XIAP antagonists	SIAH1 antagonists	Dynein transport	Dynein transport cytoplasmic EGFP	Dynein transport nuclear GR-EGFP	Dynein transport cell count
COc1ccccc1C(=O)Nc1nsc(-c2ccccc2)n1	x	17%	x	-1%	-7%	-4%	x	13%	0.79	-0.16	0.87	-0.54
CCOc1cc(CNCCc2ccccc2)ccc1OCC(=O)NC(C)(C)C	0%	-1%	-14%	12%	6%	-7%	-1.8%	-5%	0.92	-0.16	0.77	-0.61
CS(=O)(=O)N1CCN(C(=O)COc2ccc3ccccc3c2)CC1	x	12%	x	-5%	0%	-15%	x	-1%	1.2	-0.29	1	0.32
O=c1c2cc(N3CCOCC3)ccc2[nH]c(=S)n1CCc1ccccc1	-5%	32%	26%	3%	-4%	0%	-5.9%	24%	-1.1	-0.16	-0.43	0.46
O=c1[nH]c(=O)c2cc([N+](=O)[O-])cc([N+](=O)[O-])c2[nH]1	-73%	-13%	-118%	10%	10%	-2%	-6.9%	0%	0.97	-0.074	0.12	0.28
C=CCOc1c(Cl)cc(CNc2ccc(N(C)C)cc2)cc1OC	36%	-58%	54%*	7%	1%	-7%	-0.9%	-1%	-0.88	-0.2	-0.64	0.78
CCN(CC)C(=O)CN(c1ccc(F)c(Cl)c1)S(C)(=O)=O	-5%	9%	-11%	3%	-6%	-1%	-6.3%	0%	0.15	-0.23	0.33	1.3
CS(=O)(=O)N(CC(=O)N1CCN(c2ccccc2F)CC1)C1CCCCC1	6%	2%	-4%	-2%	13%	-7%	-9.3%	-2%	1.4	-0.17	-0.27	-1.4
COc1cc(NC(=O)CSc2nnc3c(C)cc4c(C)ccc(C)c4n23)c(C(=O)O)cc1OC	-2%	2%	-4%	2%	3%	-6%	-12%	5%	-0.56	-0.29	-0.39	1.2
O=C(/C(C=Nc1cccc(C(F)(F)F)c1)=C(/O)c1ccco1)C(F)(F)F	-28%	1%	-26%	8%	2%	-6%	-7.7%	-5%	0.49	-0.24	0.32	-1
